FEN1 inhibitor: qHTS Assay for the Inhibitors of Human Flap endonuclease 1 (FEN1); P39748; Recombinant FEN1 flap cleavage, fluorescence, 15 min; Potency, µM (highest dose often 114 µM), without a hit: at the highest dose activity change, negative = inhibition, most hits filed as inhibitors; 390,000 compounds, 0.35% hits; also: nearly all actives have a fitted effect of over 65% in size
Target sequence (P39748 whole entry, looked up): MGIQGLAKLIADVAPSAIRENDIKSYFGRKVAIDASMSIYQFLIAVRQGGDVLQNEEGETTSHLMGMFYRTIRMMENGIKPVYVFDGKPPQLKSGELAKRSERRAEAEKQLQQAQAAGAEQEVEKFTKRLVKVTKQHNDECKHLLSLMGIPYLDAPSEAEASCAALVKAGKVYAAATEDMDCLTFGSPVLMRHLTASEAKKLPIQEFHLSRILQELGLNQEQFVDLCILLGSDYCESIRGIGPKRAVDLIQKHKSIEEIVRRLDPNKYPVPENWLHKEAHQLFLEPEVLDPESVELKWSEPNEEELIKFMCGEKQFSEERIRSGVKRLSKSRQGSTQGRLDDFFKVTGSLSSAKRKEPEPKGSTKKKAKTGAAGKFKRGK
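Compounds are tested as a concentration series against 10 nM FEN1; after a 15 min room-temperature preincubation, 50 nM substrate starts cleavage, with plate reads at 0 and 15 min. Normalized responses are fitted by a Hill equation.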
N370S GC: qHTS Assay for Inhibitors and Activators of N370S glucocerebrosidase as a Potential Chaperone Treatment of Gaucher Disease; Lysosomal acid glucosylceramidase (Homo sapiens), P04062; N370S GC spleen homogenate, 4MU-glucoside fluorescence; Potency, µM (titrated, usually from 59.4 µM), for inactives: top-dose activity change, negative = inhibition, hits mostly inhibitors; 330,000 compounds, 0.092% hits; AID 2101, 2009;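 also: 0% = full enzyme activity and -100% = no enzyme basal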
TDP1 inh: qHTS Assay for Inhibitors of Tyrosyl-DNA Phosphodiesterase (TDP1); Tyrosyl-DNA phosphodiesterase 1 (Homo sapiens), Q9NUW8; recombinant TDP1, AlphaScreen DNA substrate cleavage; Potency, µM (top dose mostly 130 µM), inactives show at the highest dose activity change, negative = inhibition, hits mostly inhibitors; 350,000 compounds, 0.28% hits; also: nearly all actives have a fitted effect of over 40% in size
Target sequence (Q9NUW8 whole entry, looked up): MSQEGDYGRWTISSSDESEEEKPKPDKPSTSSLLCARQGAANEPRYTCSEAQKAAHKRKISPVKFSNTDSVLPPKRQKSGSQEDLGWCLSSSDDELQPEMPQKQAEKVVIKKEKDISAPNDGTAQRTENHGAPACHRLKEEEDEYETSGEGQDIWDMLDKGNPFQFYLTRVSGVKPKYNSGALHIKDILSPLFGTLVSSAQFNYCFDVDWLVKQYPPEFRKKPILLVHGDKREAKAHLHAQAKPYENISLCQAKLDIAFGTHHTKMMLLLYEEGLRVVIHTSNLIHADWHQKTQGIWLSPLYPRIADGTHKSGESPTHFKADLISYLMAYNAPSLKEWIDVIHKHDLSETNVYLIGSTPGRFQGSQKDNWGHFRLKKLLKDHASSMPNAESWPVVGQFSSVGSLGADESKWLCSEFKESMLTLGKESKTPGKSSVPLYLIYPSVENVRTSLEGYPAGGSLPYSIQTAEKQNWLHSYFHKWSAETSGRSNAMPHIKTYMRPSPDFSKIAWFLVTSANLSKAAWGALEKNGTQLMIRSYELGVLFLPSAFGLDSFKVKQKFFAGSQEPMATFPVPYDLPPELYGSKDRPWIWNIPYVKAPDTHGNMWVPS
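Tdp1 1 nM final; 15 min RT w/ cpd; substrate 15 nM, 5 min; beads 10 ug/ml, 10 min; AlphaScreen read. Neg ctrl: no enzyme.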
* = called active by the depositor; & = joins results of further samples; [ ] = dose if it differs, or a comment. Calls follow the shape of the dose curve; as a rule, active = well fitted curve in the direction sought with a large enough effect; inconclusive = small, poorly fitted or top-dose-only effect, or another doubt; inactive = no such curve, though single readings can be large; an effect the other way counts as inactive or inconclusive. Unless noted, % is scaled to controls: 0 for no effect and ±100 for the full control effect; potency is read from the fitted curve at half-maximal effect.

COC(=O)c1cn(C(=O)c2ccc(OC)c(OC)c2)c2ccccc12 was read as FEN1 inhibitor -8.7% and N370S GC 0.2%.
Screening COc1ccc(CC(=O)N2CCN(c3ccc(C4=NNC(=O)CC4C)cc3)CC2)cc1 (stereo not drawn) returned FEN1 inhibitor 4.5%, N370S GC -0.5%[12.8 µM] and TDP1 inh -3.0%.
`CC(C)NC(=O)C1c2ccccc2Oc2ccccc21` gave FEN1 inhibitor 1.9% and N370S GC 0.2%.
NC(=O)C1(N2CCCCC2)CCN(C(=O)CSc2nc3ccccc3s2)CC1 was read as FEN1 inhibitor 4.5%, N370S GC 5.3% and TDP1 inh 1.1%.
O=C(COC(=O)Cc1ccc(Br)cc1)NCC1CCCO1 (stereo not drawn) was read as FEN1 inhibitor -2.3% and TDP1 inh 0.1%.
`CCn1c(CC(=O)Nc2ccc(C)c(Cl)c2)nnc1SCc1ccc(Cl)c(Cl)c1` gave FEN1 inhibitor 3.9%, N370S GC 2.6% and TDP1 inh 3.2%.
`COC(=O)CSc1ccccc1C(=O)OC` gave FEN1 inhibitor -2.3%, N370S GC 7.7% and TDP1 inh 2.3%.
For COc1ccc(OC2C=CC(C#Cc3ccc(Br)cc3)OC2CO)c(C(C)(C)C)c1 (stereo not drawn) the results were N370S GC 0.1%[12.8 µM] and TDP1 inh 11.1%[21 µM].
N#C/C(=C\c1cn(Cc2cccc(F)c2)c2ccccc12)C(=O)NCc1ccco1 was read as FEN1 inhibitor 5.8%, N370S GC 8.6% and TDP1 inh 0.0%.
For O=S(=O)(Nc1nc2ccccc2[nH]1)c1ccc2ccccc2c1 the results were FEN1 inhibitor -9.0%, N370S GC 19.9% and TDP1 inh -2.3%.
COCCNc1nc(C)nc2c1nc(-c1ccccc1)n2CCN1CCCCC1 was read as N370S GC -18.9% and TDP1 inh 3.9%.
`O=[N+]([O-])c1ccccc1CNc1ccc(F)c(Cl)c1` gave FEN1 inhibitor 4.6%, N370S GC -2.7% and TDP1 inh 6.7%.
Screening O=P(C1=C(N2CCOCC2)/C(=C\c2ccccc2)CC1)(N1CCOCC1)N1CCOCC1 returned FEN1 inhibitor -7.4%, N370S GC 3.2% and TDP1 inh 6.1%.
For Cc1ccc2nc(/C(C#N)=C/c3ccc(-c4ccc(F)cc4F)o3)[nH]c2c1 the results were FEN1 inhibitor -21.5% and TDP1 inh -11.9%[12.3 µM].
`O=C(Nc1nc(-c2nc3ccccc3s2)cs1)C1COc2ccccc2O1` (stereo not drawn) gave FEN1 inhibitor -26.3%, N370S GC 7.5% and TDP1 inh 5.2%.
COc1ccc(S(=O)(=O)CCC(=O)NCCc2ccc(S(N)(=O)=O)cc2)cc1 was read as FEN1 inhibitor 6.8%, N370S GC -10.9% and TDP1 inh 3.3%.
Cc1ccc(O)c(NC(=O)c2ccc3c(c2)C(=O)N(Cc2cccnc2)C3=O)c1 was read as FEN1 inhibitor 0.2%, N370S GC -3.3% and TDP1 inh 2.0%.
CC(=O)c1ccc(NC(=O)Cn2c3ccccc3c3nc(=O)cc(C)n32)cc1 was read as FEN1 inhibitor 10.7% and N370S GC -16.7%.
For C[C@H](CO)N1C[C@H](C)[C@@H](CN(C)Cc2ccccc2)Oc2ccc(NC(=O)CCCCCC(=O)Nc3ccccc3N)cc2C1=O the results were FEN1 inhibitor -22.4% and TDP1 inh 1.0%.
CCc1nnc(NS(=O)(=O)c2ccc(NC(=S)NC(=O)c3ccc(F)cc3)cc2)s1 was read as FEN1 inhibitor 0.3%, N370S GC 2.7% and TDP1 inh 8.1%.
COc1ccccc1N1CCN(c2cc(C)nc3nc(-c4ccc(Cl)cc4)nn23)CC1 was read as FEN1 inhibitor 3.2% and TDP1 inh 4.7%.
For COc1ccc(OCCC(=O)N2CCN(C)CC2)cc1 the results were FEN1 inhibitor 0.1% and N370S GC -0.6%.
CC1(C)CC(=O)c2c(oc3cc4c(cc23)OCO4)C1 was read as N370S GC -3.7% and TDP1 inh -0.9%.
COc1ccc(Nc2oc(/C=C/c3cccc(OC)c3)nc2C#N)cc1 was read as FEN1 inhibitor 4.0% and TDP1 inh 4.7%.
Screening C=C1C(=O)O[C@H]2[C@H]1[C@@H](O)CC(=C)[C@@H]1CC(=O)[C@@H](C)[C@H]21 returned FEN1 inhibitor -4.7% and N370S GC -11.9%.
Screening CC(=O)n1cc(CO)c2ccccc21 returned FEN1 inhibitor 21.7% and N370S GC 1.1%.
O=C(NC1CCCCC1)N(CCO)Cc1cc2cc3c(cc2[nH]c1=O)OCCO3 was read as FEN1 inhibitor 7.6%, N370S GC 19.4% and TDP1 inh 1.1%.
COCC(=O)Nc1nnc(SCC(=O)NCc2cccs2)s1 was read as FEN1 inhibitor 3.9%, N370S GC -6.4% and TDP1 inh 8.4%.
Screening O=c1[nH]cnc2scc(-c3ccsc3)c12 returned FEN1 inhibitor -15.9%, N370S GC 5.5% and TDP1 inh 2.1%.
CCC(C(=O)Nc1nccs1)(C(F)(F)F)C(F)(F)F was read as FEN1 inhibitor -4.2%, N370S GC -22.0% and TDP1 inh 4.8%.
CCSc1nc2ccc(C)cc2cc1C#N was read as FEN1 inhibitor -1.1%, N370S GC -7.7% and TDP1 inh 5.9%.
For O=C(O)CCCCCNC(=O)OCC1c2ccccc2-c2ccccc21 the results were FEN1 inhibitor -0.2% and N370S GC -0.1%.
Screening CCCCN1C(=N)N([C@@H](CCC)CN2CCC[C@H]2CN2C(N)=NC[C@H]2C(C)C)C[C@H]1[C@H](C)CC returned FEN1 inhibitor 15.9% and TDP1 inh -5.0%.
Cc1ccc(C)c(N2CCN(C(=O)C3CCN(Cc4nc(-c5cccc(Cl)c5)oc4C)CC3)CC2)c1 was read as FEN1 inhibitor 1.5% and TDP1 inh 3.5%.
Screening COc1ccc(C2CC(=O)C(C=NCCN3CCOCC3)=C(O)C2)cc1 (stereo not drawn) returned FEN1 inhibitor 0.7%, N370S GC 0.4% and TDP1 inh 3.4%.
`COc1ccc(S(=O)(=O)N2CCOCC2)cc1NC(=O)/C=C/c1ccccc1` gave FEN1 inhibitor 9.2%, N370S GC -3.6% and TDP1 inh 1.9%.

Looked up by structure from above, 5 records:
Screening CCCCN1C(=N)N([C@@H](CCC)CN2CCC[C@H]2CN2C(N)=NC[C@H]2C(C)C)C[C@H]1[C@H](C)CC returned FEN1 inhibitor 15.9% and TDP1 inh -5.0%.
O=C(NC1CCCCC1)N(CCO)Cc1cc2cc3c(cc2[nH]c1=O)OCCO3 was read as FEN1 inhibitor 7.6%, N370S GC 19.4% and TDP1 inh 1.1%.
`COc1ccc(S(=O)(=O)N2CCOCC2)cc1NC(=O)/C=C/c1ccccc1` gave FEN1 inhibitor 9.2%, N370S GC -3.6% and TDP1 inh 1.9%.
Screening COc1ccc(C2CC(=O)C(C=NCCN3CCOCC3)=C(O)C2)cc1 (stereo not drawn) returned FEN1 inhibitor 0.7%, N370S GC 0.4% and TDP1 inh 3.4%.
CCSc1nc2ccc(C)cc2cc1C#N was read as FEN1 inhibitor -1.1%, N370S GC -7.7% and TDP1 inh 5.9%.

Remaining list, next part
CN=C(Nc1cccc(Cl)c1)SC1CC(=O)N(c2ccc(OC)cc2)C1=O (stereo not drawn) was read as FEN1 inhibitor 6.1%, N370S GC -8.2% and TDP1 inh 0.0%.
For COc1ccc(-c2nc(-c3ccccc3)c(-c3ccc(O)cc3)[nH]2)cc1 the results were FEN1 inhibitor -23.6% and TDP1 inh 11.6%.
For CCCNS(=O)(=O)c1ccc(OCC(=O)N2CCC(C(=O)OCC)CC2)cc1 the results were FEN1 inhibitor 1.1%, N370S GC 2.3% and TDP1 inh -2.2%.
Cc1cccc(/C=N/NC(=O)c2cccc(NC(=O)c3ccccc3)c2)n1 was read as FEN1 inhibitor -12.2% and N370S GC 0.0%.
Screening CCCCNC(=O)CNC(=O)c1cccs1 returned FEN1 inhibitor -17.5%, N370S GC -0.5% and TDP1 inh 3.1%.
Screening COc1ccc(CC2(CO)CCN(Cc3ccc(OC(F)(F)F)cc3)CC2)cc1 returned FEN1 inhibitor 0.4%, N370S GC -11.4% and TDP1 inh -2.4%.
Screening COc1ccc(OC)c(/C=C/C(=O)Nc2cccc(S(=O)(=O)N3CCCC3)c2)c1 returned FEN1 inhibitor 6.4%, N370S GC 5.4% and TDP1 inh 0.0%.
`CC1CCCC(C)N1C(=O)CSc1nnc(NC(=O)Cc2cccs2)s1` (stereo not drawn) gave FEN1 inhibitor -7.1%, N370S GC -9.5% and TDP1 inh 0.0%.
Cc1ccc(N2CC(C(=O)OCC(=O)NNC(=O)c3ccccc3)CC2=O)cc1 (stereo not drawn) was read as FEN1 inhibitor -0.3%, N370S GC -9.0% and TDP1 inh 0.3%.
`CC(C)(C)c1ccc(NS(=O)(=O)c2ccc(N)cc2)cc1` gave FEN1 inhibitor 0.6%, N370S GC 5.8% and TDP1 inh 2.5%.
Screening Cn1c(N2CCN(C(=O)Nc3ccc(F)cc3)CC2)nc2ccccc21 returned FEN1 inhibitor -2.7%, N370S GC 8.9% and TDP1 inh 1.1%.
`O=C(COc1ccccc1)NCCc1csc(-c2ccc(Cl)cc2)n1` gave FEN1 inhibitor 2.4% and TDP1 inh 3.0%.
For Cc1cccc(C(=O)N2CCC(=O)N(C(COCc3cccc(C(F)(F)F)c3)Cc3ccccc3)CC2)c1 (stereo not drawn) the results were FEN1 inhibitor -22.6%, N370S GC 2.3% and TDP1 inh 2.6%.
CCc1nc(SC)ncc1C(=O)NCc1cccc(Br)c1 was read as FEN1 inhibitor 9.6% and TDP1 inh 1.2%.
For N#C/C(=C/N1CCOCC1)c1ccccc1 the results were FEN1 inhibitor -1.8%, N370S GC -5.9% and TDP1 inh -4.0%.
Screening COc1ccc(C(CC(=O)N2CCCC2)c2c(O)cc(OC)cc2OC)cc1 (stereo not drawn) returned FEN1 inhibitor -3.2%&3.7%, N370S GC -4.5%&-1.6% and TDP1 inh 9.7%.
Screening O=C(NCCc1ccncc1)c1ccc2nc(Cc3cccc(Cl)c3)oc2c1 returned FEN1 inhibitor 4.1%, N370S GC -9.6% and TDP1 inh 3.1%.
`CCN(c1ccc(C)cc1C)S(=O)(=O)c1nnc(NC(=O)c2ccccc2OC)s1` gave FEN1 inhibitor 24.2% and TDP1 inh 0.0%.
COc1ccccc1N1CCN(C(=O)Cn2c(=O)oc3cc(S(=O)(=O)N4CCCC4)ccc32)CC1 was read as FEN1 inhibitor 9.3% and N370S GC -1.6%.
CC(OC(=O)c1ccc(F)c(S(=O)(=O)N2CCOCC2)c1)C(=O)NC1CCCC1 (stereo not drawn) was read as FEN1 inhibitor -13.0%, N370S GC -1.1% and TDP1 inh -6.5%.
Screening Cc1ccc(C(C(=O)NC2CCCCC2)N(Cc2ccco2)C(=O)Cn2cnc3ccccc32)cc1 (stereo not drawn) returned FEN1 inhibitor -4.3%, N370S GC 16.1% and TDP1 inh 8.2%.
`Cn1ncc(N=Cc2ccc([N+](=O)[O-])cc2)c1C(=O)Nc1ccccc1` gave FEN1 inhibitor -16.9%, N370S GC -1.9% and TDP1 inh 8.1%.
For CC1(C)CC2CC(C)(CN2S(=O)(=O)c2cccc(N)c2)C1 (stereo not drawn) the results were FEN1 inhibitor -5.2%, N370S GC 12.3% and TDP1 inh 4.4%.
Screening O=C(O)c1cc2c(cn1)[nH]c1ccccc12 returned FEN1 inhibitor -27.3% and N370S GC -1.5%.
Screening Cc1ccc(C(=O)N(CC(=O)Nc2ccc(Cl)c(Cl)c2)Cc2ccco2)cc1 returned FEN1 inhibitor -16.1%, N370S GC 16.6% and TDP1 inh 2.6%.
`CN(CCc1ccccn1)C(=O)c1nn2c(C(F)(F)F)cc(-c3ccco3)nc2c1Cl` gave FEN1 inhibitor -2.6%, N370S GC inconclusive and TDP1 inh 6.2%.
For COc1cc(C2c3c(-c4cc(C)ccc4O)n[nH]c3C(=O)N2CCCO)ccc1OCCC(C)C (stereo not drawn) the results were FEN1 inhibitor 5.4% and TDP1 inh 8.6%.
CCOC(=O)c1nc(Nc2ccc(C(=O)OC)cc2)c2ccccc2n1 was read as FEN1 inhibitor 8.4%&9.5%, N370S GC 7.6% and TDP1 inh -13.9%.
Cc1ccc(C(=O)Nc2ccc3nc(N4CCCCC4)cc(C)c3c2)cc1F was read as FEN1 inhibitor -9.2% and TDP1 inh -3.4%.
For Brc1ccc(-c2ncc3ccccn23)cc1 the results were FEN1 inhibitor -17.1%, N370S GC -1.2% and TDP1 inh 5.6%.
Screening O=C(CN(C(=O)CNC(=O)c1cccs1)c1ccccc1F)NC1CCCC1 returned FEN1 inhibitor 1.9%, N370S GC -25.3% and TDP1 inh 4.6%[0.0935 µM].
COc1ccc(COc2cc(-c3cccc(OC)c3)nc3ccc(N)cc23)cc1 was read as FEN1 inhibitor inconclusive, N370S GC -12.7%[89.1 µM] and TDP1 inh 11.2%&-8.2%.
CCC(C)C(NC(=O)c1ccc(Cl)cc1)C(=O)Nc1cccnc1 (stereo not drawn) was read as FEN1 inhibitor 14.1%, N370S GC -1.8% and TDP1 inh -10.3%.

Source: PubChem BioAssay (National Center for Advancing Translational Sciences (NCATS))

Compounds as they come (roughly 0.53% active in at least one column).
